Gal4-VP16 FLuc – Gal4-VP16 reporter inhibition counter-screen; Drosophila S2 Gal4-VP16 UAS-luciferase, luminescence, 20 h; Potency, µM (top dose mostly 53.6 µM), for the others: at the top dose activity, negative = inhibition, most hits filed as inhibitors; actives 3.5% (n = 310,000); AID 2546;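 further: Gal4-VP16 expression switched on by copper sulfate through the metallothionein promoter; potency means the concentration at half of the fitted maximal effect; on the % scale 0 is the no-effect control and ±100 the full control effect; nearly all actives have a fitted effect of over 50% in size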
Rab9 prom act – Rab9 promoter activation; Potency, µM (titrated, usually from 9.22 µM), without a hit: top-dose activation, negative = inhibition, hits mostly activators; actives 2.8% (n = 320,000); Huh7 Rab9 promoter-luciferase reporter, luminescence, 24 h; further: potency means the concentration at half of the fitted maximal effect; % of control where 0% means no effect; nearly all actives have a fitted effect of over 60% in size
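Promoter activation is measured as luciferase luminescence in Huh7 cells stably transfected with a Rab9 promoter–luciferase construct, following 24 h compound exposure at 37 °C and 10 min reagent incubation at ambient temperature.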
RORgamma inh – blocks mouse ROR gamma transcriptional activity; Drosophila S2 Gal4-RORgamma UAS-luciferase reporter, 20 h; Potency, µM (top dose mostly 53.6 µM), inactives show at the top dose activity change, negative = inhibition, hits mostly inhibitors; actives 5.4% (n = 310,000); further: potency means the concentration at half of the fitted maximal effect; on the % scale 0 is the no-effect control and ±100 the full control effect; nearly all actives have a fitted effect of over 60% in size
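Schneider cells (Drosophila), stable Gal4 DBD–ROR gamma + UAS-luc; 1 hr cmpd preincubation; Cu2+ induction 700 uM final; 20 hr ambient; luminescence.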
KCNH2 3.1 inh – blocks the human KCNH2 3.1 channel isoform. U2OS KCNH2 3.1, thallium flux FluxOr; active compounds read low. activity change, % (tested at about 1.8 µM). actives 0.95% (n = 340,000). AID 720553;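 active means maximum activity change below -70%; inconclusive means maximum activity change from -70% to -50%; inactive means maximum activity change above -50%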;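 further: thallium influx rate constant from kinetic fluorescence after stimulation buffer; on the % scale 0 is the no-effect control and ±100 the full control effect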
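Thallium flux read-out: FluxOr dye with Red40 quencher in HBSS/HEPES, 45 min at RT. Rate constants from kinetic reads were normalized to positive and negative DMSO controls. Cells: U2OS virally expressing the 3.1 isoform.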
FLuc counter – firefly luciferase modulation, counter-screen for miR-21 project; AID 588342; actives 6.9% (n = 360,000); P08659; purified FLuc, Km substrates, luminescence inhibition; Potency, µM (titrated, usually from 57.5 µM), for the others: at the highest dose activity change, negative = inhibition, most hits filed as inhibitors;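 further: potency means the concentration at half of the fitted maximal effect; plate controls were vehicle for no effect and reference inhibitor for full effect; nearly all actives have a fitted effect of over 55% in size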
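Purified P. pyralis luciferase, 10 nM final, with Km-level 10 uM D-luciferin and 10 uM ATP in 50 mM Tris acetate pH 7.5, 10 mM Mg acetate, 0.01% Tween-20, 0.05% BSA; 6-point qHTS titration about 60 µM downward; luminescence read.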
Mito fusion act – blocks mitochondrial division or promotes mitochondrial fusion; S. cerevisiae fusion-defective mutant growth rescue, CellTiterGlo 48 h; Potency, µM (top dose mostly 46.1 µM), inactives show at the top dose growth rescue (activation), actives largely listed as activators; actives 0.23% (n = 320,000); AID 485298;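 further: potency means the concentration at half of the fitted maximal effect; % of control where 0% means no effect; nearly all actives have a fitted effect of over 45% in size; temperature-sensitive fusion mutants such as fzo1-1 at 37 °C on non-fermentable ethanol glycerol medium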
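Luminescent cell viability in 1536-well qHTS format served as the measure of rescued growth in ts fusion-mutant S. cerevisiae cultured on non-fermentable YPEG for 48 hours at 37C.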
Menin MLL FP TR – displaces Texas Red mutant MLL peptide from human menin; actives 0.23% (n = 270,000); AID 1768; Potency, µM (series often up to 61.6 µM), inactives show at the top dose FP activity change, negative = inhibition, usual class: inhibitors; O00255; Menin + Texas Red MLL mutant peptide, fluorescence polarization; active means well fitted inhibition curve with a large enough effect in the polarisation, with a control signal flat, not every such curve was filed as active; inconclusive means small, poorly fitted or top-dose-only effect, or effect the other way, or a change in a side signal; inactive means no such curve, though single readings can be large or run the other way; the % refers to the polarisation; further: potency means the concentration at half of the fitted maximal effect; % of control where 0% means no effect; many of its hits are not listed in these tables
Target sequence (O00255 whole entry, looked up): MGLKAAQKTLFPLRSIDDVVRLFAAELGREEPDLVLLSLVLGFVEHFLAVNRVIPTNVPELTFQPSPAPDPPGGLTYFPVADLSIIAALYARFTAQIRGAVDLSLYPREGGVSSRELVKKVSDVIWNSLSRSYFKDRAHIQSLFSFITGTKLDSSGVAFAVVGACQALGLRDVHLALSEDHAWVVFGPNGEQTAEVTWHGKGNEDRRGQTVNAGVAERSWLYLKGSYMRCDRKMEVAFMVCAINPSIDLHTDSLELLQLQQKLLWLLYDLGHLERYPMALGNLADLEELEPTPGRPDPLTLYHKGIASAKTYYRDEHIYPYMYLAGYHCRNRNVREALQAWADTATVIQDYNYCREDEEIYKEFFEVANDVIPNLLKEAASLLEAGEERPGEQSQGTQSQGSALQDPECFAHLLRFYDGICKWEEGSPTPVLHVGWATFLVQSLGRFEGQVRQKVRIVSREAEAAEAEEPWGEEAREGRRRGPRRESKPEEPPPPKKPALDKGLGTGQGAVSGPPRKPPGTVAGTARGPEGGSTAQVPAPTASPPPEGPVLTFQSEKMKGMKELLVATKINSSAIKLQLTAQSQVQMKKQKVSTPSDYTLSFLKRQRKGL
MBNL1-CUG inh – blocks human MBNL1 binding to CUG repeat RNA; Q9NR56; Potency, µM (series often up to 57.5 µM), for inactives: at the highest dose activity change, negative = inhibition, most hits filed as inhibitors; AID 2675; actives 0.036% (n = 280,000); TR-FRET MBNL1-His/biotin-(CUG)12 binding, 665/545 ratio; active means well fitted inhibition curve with a large enough effect in the signal ratio, with a control signal flat, not every such curve was filed as active; inconclusive means small, poorly fitted or top-dose-only effect, or effect the other way, or a change in a side signal; inactive means no such curve, though single readings can be large or run the other way; the % refers to the signal ratio; further: potency means the concentration at half of the fitted maximal effect; on the % scale 0 is the no-effect control and ±100 the full control effect
Target sequence (Q9NR56 whole entry, looked up): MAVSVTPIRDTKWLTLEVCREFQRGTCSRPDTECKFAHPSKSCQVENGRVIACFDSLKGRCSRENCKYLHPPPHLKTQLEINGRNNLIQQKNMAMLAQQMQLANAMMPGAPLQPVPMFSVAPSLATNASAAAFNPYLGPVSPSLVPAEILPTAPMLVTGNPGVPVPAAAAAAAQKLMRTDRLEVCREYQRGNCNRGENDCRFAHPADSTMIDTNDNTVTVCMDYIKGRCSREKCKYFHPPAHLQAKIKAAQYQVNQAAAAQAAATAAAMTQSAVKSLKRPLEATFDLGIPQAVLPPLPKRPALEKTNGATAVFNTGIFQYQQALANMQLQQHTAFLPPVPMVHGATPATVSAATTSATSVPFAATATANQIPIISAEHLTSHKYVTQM
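Inhibition of protein-RNA binding appears as loss of TR-FRET between terbium anti-His antibody on MBNL1-His and streptavidin-XL665 on biotin-(CUG)12. Activity is normalized to buffer-only and uninhibited-complex controls.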
PKM2 act – PKM2 (human) enzyme activation | purified PKM2, Kinase-Glo ATP luminescence, activation; response scale: 0% is enzyme alone, no compound | Potency, µM (series often up to 57.5 µM), for the others: top-dose activation, hits mostly activators | actives 0.34% (n = 260,000) | AID 1631; further: potency means the concentration at half of the fitted maximal effect; on the % scale 0 is the no-effect control and ±100 the full control effect; nearly all actives have a fitted effect of over 55% in size
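Purified hPK-M2 (>95% pure) converted ADP (0.1 mM final) to ATP with 0.5 mM PEP in 50 mM imidazole pH7.2, KCl, MgCl2, Tween 20, BSA; 1 h at room temperature. ATP detected by Kinase-Glo luminescence.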
NPC1 prom act – activates the NPC1 promoter. Huh7 NPC1 promoter luciferase reporter, 24 h. Potency, µM (highest dose often 9.22 µM), for the others: at the top dose activation, most hits filed as activators. actives 2.4% (n = 320,000). AID 485313;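 further: potency means the concentration at half of the fitted maximal effect; % of control where 0% means no effect; nearly all actives have a fitted effect of over 60% in size; reporter is driven by a mutant NPC1 promoter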
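Stable NPC1-promoter luciferase Huh7 line; cpd (DMSO) 24 h, 37 °C, 5% CO2; Amplite luciferase reagent 10 min RT; luminescence readout. qHTS format.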
ELG1 DNA repair – ELG1-dependent DNA repair inhibition; HEK293T ELG1-luciferase reporter, luminescence, 16 h; DNA damage induced by 5-fluorouridine; AID 504467; Potency, µM (doses to about 46.1 µM), for the others: top-dose activity change, negative = inhibition, hits mostly inhibitors; actives 2.3% (n = 330,000); further: potency means the concentration at half of the fitted maximal effect; on the % scale 0 is the no-effect control and ±100 the full control effect; nearly all actives have a fitted effect of over 55% in size
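Cells (2,000 per well) received 5-fluorouridine plus test compound or DMSO and were incubated 16 hr at 37 °C, 5% CO2. Luciferase activity was read by luminescence 30 min after ONE-Glo addition; signal suppression marked inhibition of damage-induced ELG1 function.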
Numbers without * were called inactive; [ ] = another dose, or the depositor's remark. Unless noted, the call rests on the fitted dose curve; in most records, active means well fitted curve in the direction sought with a large enough effect; inconclusive means small, poorly fitted or top-dose-only effect, or another doubt; inactive means no such curve, though single readings can be large; an effect the other way counts as inactive or inconclusive. The list is partial; rates above refer to the full screens.

`CNS(=O)(=O)c1cccc(C(=O)OCC(=O)N2c3ccccc3CC2C)c1` (centres undefined) gave Gal4-VP16 FLuc 10%, Rab9 prom act 2%, RORgamma inh -13%, KCNH2 3.1 inh 0, FLuc counter -1%, Mito fusion act 0%, Menin MLL FP TR 1%, MBNL1-CUG inh 1%, PKM2 act -2%, NPC1 prom act -1% and ELG1 DNA repair -11%.
COC(=O)c1cc2occc2n1CC(=O)N(C)C1CCCCC1 was read as Gal4-VP16 FLuc 3%, Rab9 prom act 0%, RORgamma inh 13%, KCNH2 3.1 inh 7, FLuc counter 4%, Mito fusion act 3%, Menin MLL FP TR -30%, MBNL1-CUG inh -5%, PKM2 act -3%, NPC1 prom act 0% and ELG1 DNA repair 15%.
O=C1C=C(c2ccc(Oc3ccccc3)cc2)C[C@@H](c2ccc3c(c2)OCO3)C1 was read as Rab9 prom act -3%, KCNH2 3.1 inh -28, FLuc counter 5%, Mito fusion act inconclusive, NPC1 prom act 8% and ELG1 DNA repair -4%.
For Cc1ccc(CS(=O)(=O)CCC(=O)NCCN2CCCC2)cc1 the results were Gal4-VP16 FLuc -1%, Rab9 prom act -1%, RORgamma inh -11%, KCNH2 3.1 inh 5, FLuc counter 0%, Mito fusion act 0%, Menin MLL FP TR 9%, MBNL1-CUG inh -12%, PKM2 act -2%, NPC1 prom act -1% and ELG1 DNA repair 24%.
O=C(c1ccc(F)cc1)N1CCN(S(=O)(=O)c2ccc(Br)cc2)CC1 was read as Gal4-VP16 FLuc 1%, Rab9 prom act -1%, RORgamma inh inconclusive, KCNH2 3.1 inh 8, FLuc counter 4%, Mito fusion act -4%, MBNL1-CUG inh -9%, NPC1 prom act -5% and ELG1 DNA repair -16%.
Screening CC(=O)N1CC[n+]2c(-c3ccc(Cl)cc3)csc21 returned Gal4-VP16 FLuc 3%, Rab9 prom act -11%, RORgamma inh -3%, KCNH2 3.1 inh -21, FLuc counter inconclusive, Mito fusion act inconclusive, Menin MLL FP TR -16%, MBNL1-CUG inh 5%, PKM2 act 9%, NPC1 prom act -2% and ELG1 DNA repair -1%.
Screening C#CCOCCOCCOCCNc1nc(N2CCN(C(=O)[C@H]([C@@H](C)O)n3cc(CCCCN)nn3)CC2)nc(N2CCN(C(=O)[C@H](C)n3cc(CCCN=C(N)N)nn3)CC2)n1 returned Gal4-VP16 FLuc 0%, Rab9 prom act -3%, RORgamma inh -15%, KCNH2 3.1 inh -11, FLuc counter 2%, Mito fusion act -1%, Menin MLL FP TR 6%, MBNL1-CUG inh 22%, PKM2 act -4%, NPC1 prom act -3% and ELG1 DNA repair 17%.
`COc1ccc(NC(=O)CSc2ccc3nnc(CCNC(=O)c4ccccc4)n3n2)cc1OC` gave Gal4-VP16 FLuc 6%, Rab9 prom act 8%, RORgamma inh -17%, KCNH2 3.1 inh 11, FLuc counter 4%, Mito fusion act -1%, MBNL1-CUG inh -4%, PKM2 act 5%, NPC1 prom act -3% and ELG1 DNA repair 3%.
`O=C(CSc1ccc(Cl)cc1)N1CCC(c2nc3ccccc3s2)CC1` gave Gal4-VP16 FLuc 3%, Rab9 prom act -1%, RORgamma inh 18%, KCNH2 3.1 inh inconclusive, FLuc counter -17%, Mito fusion act 11%, Menin MLL FP TR 20%, MBNL1-CUG inh 1%, PKM2 act 15%, NPC1 prom act 0% and ELG1 DNA repair inconclusive.
CCCCN(C1CCS(=O)(=O)C1)S(=O)(=O)c1ccc(OC)cc1 (centres undefined) was read as Rab9 prom act -4%, KCNH2 3.1 inh -16, FLuc counter 2%, Mito fusion act -2%, NPC1 prom act 1% and ELG1 DNA repair 9%.
CCOC(=O)N1CCN(C(=O)c2ccc(S(=O)(=O)Nc3cccc(C(F)(F)F)c3)cc2)CC1 was read as Rab9 prom act -15%, KCNH2 3.1 inh 3, FLuc counter 11%, Mito fusion act -8%, NPC1 prom act -5% and ELG1 DNA repair -25%.
For CCN1C(=O)/C(=C\C=C2/C=CC=CN2CC)SC1=S the results were Gal4-VP16 FLuc inconclusive, Rab9 prom act 1.4µM*, RORgamma inh 8.9µM*, FLuc counter 3.8µM*, Mito fusion act -2%, Menin MLL FP TR inconclusive, MBNL1-CUG inh inconclusive, PKM2 act -32%, NPC1 prom act 1.6µM* and ELG1 DNA repair inconclusive.
`COc1ccc(OCCSc2nnc3c(Cl)cc(Cl)cn23)cc1` gave Gal4-VP16 FLuc -12%, Rab9 prom act -1%, RORgamma inh -28%, KCNH2 3.1 inh -8, FLuc counter 0%, Mito fusion act 0%, Menin MLL FP TR 6%, MBNL1-CUG inh 14%, PKM2 act -3%, NPC1 prom act -2% and ELG1 DNA repair 19%.
For O=C(CSc1nnc(CNC(=O)c2cccs2)o1)Nc1cccc(F)c1 the results were Gal4-VP16 FLuc -3%, Rab9 prom act -3%, RORgamma inh -12%, KCNH2 3.1 inh 15, FLuc counter -1%, Mito fusion act -1%, MBNL1-CUG inh 2%, NPC1 prom act 4% and ELG1 DNA repair inconclusive.
Screening O=C(Nc1ccc(Br)cc1)c1ccc(CSC2=NCCS2)cc1 returned Gal4-VP16 FLuc -25%, Rab9 prom act 14%, RORgamma inh -19%, KCNH2 3.1 inh -12, FLuc counter -16%, Mito fusion act 0%, Menin MLL FP TR 33%[activator], MBNL1-CUG inh -6%, PKM2 act -3%, NPC1 prom act 5% and ELG1 DNA repair inconclusive.
For N#CC1(Nc2cccc(Br)c2)C(=O)Nc2ccccc21 (centres undefined) the results were Gal4-VP16 FLuc 5%, Rab9 prom act -1%, RORgamma inh 15%, KCNH2 3.1 inh 8, FLuc counter -2%, Mito fusion act -8%, PKM2 act 9%, NPC1 prom act -1% and ELG1 DNA repair -2%.
`COc1cc(N=c2oc3c(C)ncc(CO)c3cc2C(N)=O)cc(OC)c1OC` gave Gal4-VP16 FLuc 3%[10 µM], Rab9 prom act -4%, RORgamma inh 14%, KCNH2 3.1 inh -3, FLuc counter 6%, Mito fusion act -11%, Menin MLL FP TR -9%, MBNL1-CUG inh inconclusive, PKM2 act 0%, NPC1 prom act 0% and ELG1 DNA repair 10%.
Screening COc1ccccc1N1CCN(Cc2ccc(-c3ccccc3[N+](=O)[O-])o2)CC1 returned Gal4-VP16 FLuc 14%, Rab9 prom act 2%, RORgamma inh 12%, KCNH2 3.1 inh -35, FLuc counter -1%, Mito fusion act -2%, Menin MLL FP TR -4%, MBNL1-CUG inh 4%, PKM2 act -1%, NPC1 prom act -4% and ELG1 DNA repair -16%.
Screening Cc1cc(Cl)cc2sc(NC(=O)c3ccco3)nc12 returned Gal4-VP16 FLuc inconclusive, Rab9 prom act 2.2µM*, RORgamma inh -6%, KCNH2 3.1 inh -4, FLuc counter 9.5µM*, Mito fusion act 2%, Menin MLL FP TR -27%, MBNL1-CUG inh -3%, PKM2 act -2%, NPC1 prom act inconclusive and ELG1 DNA repair inconclusive.
`CCC(=O)Nc1nc2ccc(NC(=O)c3cc(OC)c(OC)c(OC)c3)cc2s1` gave Gal4-VP16 FLuc -12%, Rab9 prom act -8%, RORgamma inh 7%, KCNH2 3.1 inh 7, FLuc counter -18%, Mito fusion act -3%, Menin MLL FP TR inconclusive, MBNL1-CUG inh inconclusive, PKM2 act 6%, NPC1 prom act -1% and ELG1 DNA repair inconclusive.
For CN(C)CCCn1cnc2c(c1=N)C(c1ccccc1)c1ccc3ccccc3c1O2 (centres undefined) the results were Gal4-VP16 FLuc inconclusive, Rab9 prom act -18%, RORgamma inh 18µM*, KCNH2 3.1 inh -39, FLuc counter -1%, Mito fusion act -29%, Menin MLL FP TR inconclusive, MBNL1-CUG inh -4%, NPC1 prom act -2% and ELG1 DNA repair inconclusive.

Assay outcomes (PubChem BioAssay)
